KDM5B inh = KDM5B demethylase inhibition; KDM5B demethylase, FDH-coupled NADH fluorescence (FDH is formaldehyde dehydrogenase); Potency, µM (top dose mostly 57.7 µM), without a hit: at the top dose activity change, negative = inhibition, usual class: inhibitors; hit rate 2.6% among 220,000; AID 1347165; active = well fitted inhibition curve with a large enough effect; inconclusive = small, poorly fitted or top-dose-only effect; inactive = no such curve, though single readings can be large or run the other way; note: 0% is about no effect; nearly all actives have a fitted effect of over 70% in size
Target sequence (Q9UGL1 whole entry, looked up): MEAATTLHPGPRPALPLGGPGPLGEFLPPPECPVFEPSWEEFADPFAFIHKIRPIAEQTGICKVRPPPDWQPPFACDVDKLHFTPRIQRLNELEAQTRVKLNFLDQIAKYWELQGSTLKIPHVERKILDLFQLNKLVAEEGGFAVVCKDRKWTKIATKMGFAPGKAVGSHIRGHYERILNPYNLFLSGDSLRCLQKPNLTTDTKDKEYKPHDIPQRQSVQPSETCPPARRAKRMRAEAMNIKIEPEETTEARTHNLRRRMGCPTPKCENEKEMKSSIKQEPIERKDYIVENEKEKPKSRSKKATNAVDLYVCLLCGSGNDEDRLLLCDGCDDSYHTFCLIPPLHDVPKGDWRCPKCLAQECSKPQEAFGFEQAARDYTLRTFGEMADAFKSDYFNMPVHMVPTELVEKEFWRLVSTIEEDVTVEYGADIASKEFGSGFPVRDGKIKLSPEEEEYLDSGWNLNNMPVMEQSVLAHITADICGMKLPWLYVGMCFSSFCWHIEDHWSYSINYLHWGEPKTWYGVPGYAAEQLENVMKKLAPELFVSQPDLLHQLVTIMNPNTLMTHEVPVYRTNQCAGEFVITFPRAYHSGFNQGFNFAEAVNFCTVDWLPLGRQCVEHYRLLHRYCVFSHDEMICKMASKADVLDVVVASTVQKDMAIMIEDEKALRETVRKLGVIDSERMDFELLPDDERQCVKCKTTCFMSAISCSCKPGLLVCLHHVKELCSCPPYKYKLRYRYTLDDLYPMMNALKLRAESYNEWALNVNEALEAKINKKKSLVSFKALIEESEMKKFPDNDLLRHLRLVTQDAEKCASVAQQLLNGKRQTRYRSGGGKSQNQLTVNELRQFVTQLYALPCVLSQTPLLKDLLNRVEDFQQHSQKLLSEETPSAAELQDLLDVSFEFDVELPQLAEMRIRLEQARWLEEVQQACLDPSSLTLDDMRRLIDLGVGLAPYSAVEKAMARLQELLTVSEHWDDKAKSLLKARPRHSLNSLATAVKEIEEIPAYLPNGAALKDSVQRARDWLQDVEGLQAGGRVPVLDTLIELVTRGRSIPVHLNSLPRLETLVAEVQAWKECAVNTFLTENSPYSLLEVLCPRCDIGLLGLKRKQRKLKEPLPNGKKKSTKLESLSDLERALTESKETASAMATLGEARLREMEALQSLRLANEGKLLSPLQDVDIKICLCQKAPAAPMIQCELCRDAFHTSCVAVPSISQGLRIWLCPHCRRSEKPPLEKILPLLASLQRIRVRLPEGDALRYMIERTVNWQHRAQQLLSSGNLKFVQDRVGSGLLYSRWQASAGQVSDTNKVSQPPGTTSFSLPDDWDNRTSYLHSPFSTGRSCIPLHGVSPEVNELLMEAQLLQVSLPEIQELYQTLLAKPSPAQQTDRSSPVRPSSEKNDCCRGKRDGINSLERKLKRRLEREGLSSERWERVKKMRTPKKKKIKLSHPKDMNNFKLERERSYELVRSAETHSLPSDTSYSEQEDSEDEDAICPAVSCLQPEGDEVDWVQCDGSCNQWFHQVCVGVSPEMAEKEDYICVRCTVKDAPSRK
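KDM5BΔAP (200 nM final) in 50 mM HEPES pH 7.5, 0.01% Tween-20 was preincubated 10 min at RT with compound over a concentration range. Substrate mix (H3K4me3 12.5 µM, α-KG 25 µM, Fe²⁺, ascorbate, NAD⁺, FDH) was added, and NADH fluorescence change over 30 min gave dose-response curves.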
* = called active by the depositor; ? = inconclusive; [ ] = another dose, or the depositor's remark. Potency is the fitted concentration of half-maximal effect.

The opening 4 compounds, to show the layout:
SMILES | KDM5B inh
Cc1ccc2c(=O)cc(C(=O)Nc3nc4ccc(C)cc4s3)oc2c1 | -17%
CCc1cccc(C)c1NC(=O)CCc1c[nH]c2ccccc12 | 13%
CCN(CC)C(=O)CSc1nnc2[nH]c(=O)cc(C)n12 | ?
Cc1nn(CN2CCN(S(=O)(=O)c3cccc(Cl)c3Cl)CC2)c(=O)c2ccccc12 | 65%[activator]

The whole of this part (from the top)
SMILES | KDM5B inh
Cc1ccc2c(=O)cc(C(=O)Nc3nc4ccc(C)cc4s3)oc2c1 | -17%
CCc1cccc(C)c1NC(=O)CCc1c[nH]c2ccccc12 | 13%
CCN(CC)C(=O)CSc1nnc2[nH]c(=O)cc(C)n12 | ?
Cc1nn(CN2CCN(S(=O)(=O)c3cccc(Cl)c3Cl)CC2)c(=O)c2ccccc12 | 65%[activator]
COc1ccc(-c2cc(C[C@@H]3CC[C@H](O)[C@@H](CNC(=O)C(C)(C)C)O3)no2)cc1 | 16%[86.2 µM]
Cc1cc(C)c2nc(Nc3nc(C(C)C)cc(=O)[nH]3)nc(C)c2c1 | 14%
COc1ccc(C2=NN(C(=O)c3ccccc3)C(c3ccc(OC)c(OC)c3)C2)c(OC(C)=O)c1 (centres undefined) | -10%
CCOCCN1C(=O)COC[C@@H]1[C@H](O)c1ccc(NC(=O)C2CCCCC2)cc1 | 30%[activator][86.2 µM]
Cc1cccc(NC(=O)CSc2nc3c(c(=O)[nH]2)CN(Cc2ccc4c(c2)OCO4)CC3)c1C | -15%
O=Cc1ccccc1-c1cc(F)cc(F)c1 | 16%[230 µM]
Cc1cnc2c(S(=O)(=O)N3CCN(CC(F)(F)F)CC3)cccc2c1 | 26%
CCOc1ccccc1-c1cc(C(=O)Nc2ccc(C(=O)O)cc2)c2ccccc2n1 | 5%
CCCCCCC(O)(c1ccc(OC)cc1)C(CN1CCOCC1)c1ccccc1 (centres undefined) | ?
COCc1cnc2c(c1SCC(=O)NCc1ccccc1Cl)c(=O)n(C)c(=O)n2C | 14%
Cc1cccc(-c2nnc(SCC(=O)Nc3cc(F)ccc3C)n2N)c1 | 18%
Cc1ccc(C(=O)C(Sc2ncccn2)c2ccc(C)cc2)cc1 (centres undefined) | -3%
CC1CCCc2c1nc1sc3c(c1c2-c1ccc(Cl)cc1)CCC3 (centres undefined) | 9%
O=[S+]1([O-])NCC2(CCN(Cc3ccc(C(F)(F)F)cc3)C2)Oc2ccncc21 (centres undefined) | 14%[115 µM]
CCOc1ccc(CNC(=O)c2cccn2-c2nnc(N3CCCCC3)s2)cc1 | -9%
CCOCC(=O)N1CCC2(CC1)NCCc1c2[nH]c2ccccc12 | ?

Part of the list above, with each value named.
> Cc1ccc(C(=O)C(Sc2ncccn2)c2ccc(C)cc2)cc1 (centres undefined)
  KDM5B inh: -3%

> Cc1cccc(NC(=O)CSc2nc3c(c(=O)[nH]2)CN(Cc2ccc4c(c2)OCO4)CC3)c1C
  KDM5B inh: -15%

> COCc1cnc2c(c1SCC(=O)NCc1ccccc1Cl)c(=O)n(C)c(=O)n2C
  KDM5B inh: 14%

> Cc1nn(CN2CCN(S(=O)(=O)c3cccc(Cl)c3Cl)CC2)c(=O)c2ccccc12
  KDM5B inh: 65%[activator]

The listing continues:
SMILES | KDM5B inh
CCOc1ccccc1NC(=O)Cn1c(=O)n(Cc2ccco2)c(=O)c2cccnc21 | ?
COc1ccc(NC(=O)c2noc3c2CCCC3)cc1Cl | ?
COc1ccc(Cl)cc1C(=O)NNC(=O)c1cc2ccccc2o1 | -2%
COc1ccc(N2CC(NC(=O)COc3ccccc3F)CC2=O)cc1OC (centres undefined) | -23%
CCOC(=O)C(C)NC(=O)N1CCC2(CC1)CN(Cc1ccc(OC)cc1)C2=O (centres undefined) | 13%
CCN1CCc2c(sc(-n3cccc3)c2C(C)NC(=O)Nc2cc(Cl)c(OC)cc2OC)C1 (centres undefined) | ?
CC(=O)Nc1ccccc1-c1c(C)nn2c1N(C(=O)c1ccc(Oc3ccccc3)cc1)CCC2 | -26%
O=C(CSc1ccc2c(c1)OCCO2)NC1c2ccccc2-c2ccccc21 | 18%
CCCNc1cc(N2CCC(CCC(=O)Nc3cc(C)ccc3C)CC2)ncn1 | -33%
O=C(Cn1ncc2ccccc2c1=O)NC1CCCC1 | -9%
N#Cc1ccc(NC(=O)N(Cc2ccncc2)C2CC2)cc1 | 7%
CCc1nc2c(NC(=O)Nc3cccc(C(=O)OC)c3)cccn2n1 | -5%
C=CCSc1nc(-c2cccs2)cc(C(F)(F)F)c1C#N | ?
Cc1cnc(CC2CCN(C(=O)C(C)C)C2)n1C(C)C (centres undefined) | -15%
CC(=O)Nc1c(-c2ccccc2)c(C)nn1-c1ccc(C(=O)NCc2ccccn2)cc1 | 4%
C=CCn1c(SCCCc2ccccc2)nc2c1c(=O)n(C)c(=O)n2C | -19%
CCOC(=O)CNC(=O)NCc1cccn1Cc1ccccc1C | 3%
COc1ccc2[nH]c3c(c2c1)CCNC31CCN(C(=O)c2cnc(C)cn2)CC1 | -21%
CC1CCC(NC(=O)C2CCN(c3cc(C(F)(F)F)ncn3)CC2)CC1 (centres undefined) | ?
Cc1ccc2nc(-c3ccc(NC(=O)C(C)C)cc3)oc2c1 | -29%
C#CC(C)(CC)NC(=O)c1cc2c(n(-c3ccc(Cl)cc3)c1=O)CC(C)(C)CC2=O (centres undefined) | ?
Cc1ccc(NC(=O)CN2C(=O)COc3ccc(S(=O)(=O)NC4CCCC4)cc32)cc1Cl | ?
COc1ccc(OCc2ccc(-c3nc(C#N)c(NCc4cccnc4)o3)o2)cc1 | ?
CCOC(=O)C1CCCN(c2ncnc3c2cnn3-c2ccc(C)c(Cl)c2)C1 (centres undefined) | -17%
O=C(Nc1ccc(F)cc1)N1CCN(c2ccc3nnc(-c4ccc(F)cc4)n3n2)CC1 | ?
CC(C)Sc1nc2c(c(=O)[nH]c(=O)n2C)n1Cc1ccc(Cl)cc1 | -10%
O=C(C1CCCN(S(=O)(=O)c2cccc3nsnc23)C1)N1CCN(c2cccc(Cl)c2)CC1 (centres undefined) | -42%
COc1ccc(-c2onc(C)c2C)cc1S(=O)(=O)Nc1cc(Cl)ccc1C | -5%
CSCC(=O)N1C[C@@H](NC(=O)NC2CCCCC2)C[C@H]1C(=O)N(C)CC(N)=O | 11%[86.2 µM]
COc1cc(CC(=O)OCc2cccc(Br)c2)cc(OC)c1OC | 15%
COc1cccc(C(=O)NC2=NC(c3ccccc3F)CC(=O)N2)c1 (centres undefined) | -1%
Cc1cc(C(=O)N2CCN(S(=O)(=O)c3ccc4c(c3)CCC4)CC2)c(C)n1C1CC1 | -15%
Cc1ccc2c(=O)[nH]c(Nc3nc(C)cc(-c4ccccc4)n3)nc2c1 | 34%
Cc1ccc(C2(O)CCN(C(=O)c3ccc4nc(C)c(C)nc4c3)CC2)nc1 | 2%
CCOc1ccc(CCNC(=O)Cn2nnc(-c3ccccc3Cl)n2)cc1OCC | -21%
COc1ccc2nc(NC(=O)CSc3cn[nH]n3)sc2c1 | 21%
COc1ccc(CCNC(=O)c2ccc(CS(=O)(=O)c3ccc(C)cc3)o2)cc1OC | -4%
O=C(c1ccc(F)cc1)N1CCC2(CC1)OCC(C(=O)N1CCCC1)N2C(=O)c1cccc(F)c1 (centres undefined) | -11%
Cc1noc(-c2ccc(OC3CN(C(=O)NC4CCCCC4)C3)cc2)n1 | 10%
CCOC(=O)c1c(NC(=O)/C=C/c2ccccc2)sc2c1CCCC2 | -3%
Cc1ccc(CNc2ccc(-c3nc(-c4cccnc4)no3)cc2[N+](=O)[O-])cc1 | -17%
CCOc1cccc(C(=O)N(Cc2ccc(F)cc2)c2ccccn2)c1 | 15%
CC(=O)c1ccc(NC(=O)Nc2nnc(N3CCCC(C)C3)s2)cc1 (centres undefined) | -1%
CCC(Oc1ccccc1C)C(=O)N1CCCN(C)CC1 (centres undefined) | -9%
Cc1ccc(CC(=O)NCc2ccc(COC(C)C)cc2)cc1 | -3%
COc1ccc(N2C(=O)CSC23CCN(C(=O)c2ccc(C)cc2)CC3)cc1 | 2%
CCOC(=O)N1CCc2c(sc(NCc3ccc(OC)c(Br)c3)c2C(=O)Nc2cc(OC)ccc2OC)C1 | ?
COc1cc(CC(=O)N2CCN(C(=O)c3ccc4ccccc4c3)CC2)cc(OC)c1OC | 4%
C(=N\N=C\c1ccccn1)/c1ccccn1 | -12%
CN(C)C[C@@H]1CN(c2ccncn2)C[C@H]1NC(=O)Cc1ccsc1 | -28%
CC(C(=O)NCc1cccc(Br)c1)n1ncn2cccc2c1=O (centres undefined) | -9%
CCOP(=O)(OCC)/C(=N/OC(=O)c1ccc(Cl)cc1Cl)C(N)=O | -15%
O=C(c1ccco1)N1CCC(N2CCCC(C(=O)N3CCCC3)C2)CC1 (centres undefined) | 8%
COc1ccc(NC(=O)CCS(=O)(=O)c2cc3c4c(c2)CCN4C(=O)CC3)c(OC)c1 | 6%
Cc1nc2c(C)[n+](CC(=O)c3ccccc3)ccc2n1C | 6%
Cn1cnc(S(=O)(=O)N2CCCN(C(=O)c3ccco3)CCNC(=O)CC2c2ccccc2)c1 (centres undefined) | -17%
COc1cc2c(cc1C(=O)N1CC[C@@](O)(C3CCOCC3)[C@H](C)C1)CCC2 | -6%
CN(C)c1ccc(NC(=O)COc2ccc(-c3nnc4n3CCCC4)cc2)cc1 | 30%
Cc1cc(C(=O)OCC(=O)N2CCC(C)CC2)c2ccccc2n1 | ?
O=C(Nc1ccc(N2CCC(N3CCCCC3)CC2)c(C(=O)O)c1)c1ccccc1 | ?
Going on with the list:
SMILES | KDM5B inh
O=C(COc1ccccc1)N1CCN(c2cc(C(F)(F)F)ncn2)CC1 | 12%
CCC(C)NC(=O)Nc1sc(C)c(C)c1C#N (centres undefined) | -10%
CCOc1ccc(C(=O)NCc2coc(-c3cccs3)n2)cc1 | ?
Cc1ccc(Cl)cc1NC(=O)Nc1nnc(N(C)Cc2ccccc2)s1 | -4%
Cc1nonc1-c1ccc2c(c1)OCO2 | 38%
Cc1[nH]n(C(N)=S)c(=O)c1N=Nc1cc(C(F)(F)F)ccc1Cl | ?
CC(=O)Nc1cccc(-c2cnc3n[nH]c(-c4ccc(F)cc4C)c3n2)c1 | 35µM*
Cc1cc(C(=O)N2CCN(c3ccc([N+](=O)[O-])cc3)CC2)co1 | -34%
O=C(N/N=C/c1cccc2ccccc12)c1cc2ccccc2o1 | ?
O=c1c2c(nc3cc(-c4ccccc4)[nH]n13)CN(S(=O)(=O)Cc1cccc(F)c1)CC2 | ?
COc1cc(SC)ccc1C(=O)N[C@H]1CCN2C(=O)N(c3cccc(SC)c3)C(=O)[C@@H]2C1 | ?
Cc1ccc(OCC(=O)Nc2ccc3c(c2)nc(CCn2nc(C)cc2C)n3C)cc1 | 0%
CC(C)c1cc(-c2nc(-c3ccccc3)no2)n[nH]1 | 25%
CN(C)C(=O)c1ccc(-c2cc(C(F)(F)F)n(C)n2)s1 | 15%
CC(=O)Nc1cccc(C(C)NC(=O)NOCc2ccccc2)c1 (centres undefined) | -1%
CCn1c(CN2CCN(C)CC2)nc2cc(NC(=O)c3cc(OC)c(OC)c(OC)c3)ccc21 | 11%
Cc1cc(=O)oc2cc(OCC(=O)NCCC#N)c(Cl)cc12 | ?
CCCCOC(=O)c1ccc(NC(=O)/C(C#N)=C/c2ccc(C)o2)cc1 | 4%
CC1(c2noc(-c3ccccn3)n2)CCN(C(=O)CCCc2nc3ccccc3s2)CC1 | 5%
COc1ccc(C(=O)Oc2ccc3c(=O)c(Oc4cccc(OC)c4)coc3c2)cc1 | 13%

Five compounds out of the list above, ordered by the number in KDM5B inh, highest first:
Structure	KDM5B inh
Cc1noc(-c2ccc(OC3CN(C(=O)NC4CCCCC4)C3)cc2)n1	10%
COc1cc(CC(=O)N2CCN(C(=O)c3ccc4ccccc4c3)CC2)cc(OC)c1OC	4%
COc1ccc2[nH]c3c(c2c1)CCNC31CCN(C(=O)c2cnc(C)cn2)CC1	-21%
CC(=O)Nc1ccccc1-c1c(C)nn2c1N(C(=O)c1ccc(Oc3ccccc3)cc1)CCC2	-26%
Cc1ccc2nc(-c3ccc(NC(=O)C(C)C)cc3)oc2c1	-29%

Structures listed so far shown as hits in KDM5B inh:
SMILES | KDM5B inh
CC(=O)Nc1cccc(-c2cnc3n[nH]c(-c4ccc(F)cc4C)c3n2)c1 | 35µM*

Other entries:
SMILES | KDM5B inh
COc1cc(C2C(C(=O)Nc3ccccc3C)=C(C)Nc3nc(SCc4cc(C)ccc4C)nn32)ccc1O (centres undefined) | -30%
Oc1ccc2c(-c3ccc(F)cc3)noc2c1 | ?
O=C(c1cncc(Br)c1)N1CCCN(C(=O)C2CC2)c2ccccc21 | 20%
CC1CN(c2ccc(NS(=O)(=O)c3ccccc3)cc2C(=O)O)CC(C)O1 (centres undefined) | 15%
CCOC(=O)c1cc(S(=O)(=O)NCc2ccc(OC)cc2)[nH]n1 | ?
Cc1ccc(CCNC(=O)C2CCCN(Cc3nc(-c4cccc(Cl)c4)oc3C)C2)cc1 (centres undefined) | -17%
COC(=O)c1ccc(COc2ccc(NC(C)=O)cc2)o1 | 0%
CCCCn1nc(C(=O)NCC(c2ccco2)N2CCCC2)c2ccccc2c1=O (centres undefined) | 6%
COc1cc(C=O)ccc1OCC(=O)Nc1ccc2c(c1)OCO2 | 13%
Cc1ccc(NC(=O)c2ccco2)c(NC(=O)COc2ccccc2)c1 | 25%
COc1ccc2oc(C(=O)N3CCC(C(=O)Nc4ccc5c(c4)OCO5)CC3)c(C)c2c1 | -1%
CC(C)CCCC(C)NC(=O)C1CCN(c2ncnc3nc[nH]c23)CC1 (centres undefined) | -6%

Screening data deposited in PubChem BioAssay by National Center for Advancing Translational Sciences (NCATS).

These rows are one share of the data, so the mix of outcomes need not match the whole.
